West Nile antiviral = inhibition of WNV-induced cytopathic effect – cell-based, CPE readout (AID 1621); West Nile virus-infected cells, CPE inhibition; higher % means a stronger effect; CPE inhibition, % at 10 µM, or IC50 in µM where a hit was titrated; hit rate 0.02% among 290,000; in the data active = a potency from the dose series; inconclusive = CPE inhibition mostly from about 3.7% at the one dose, without a potency; inactive = the rest, 99 in 100 with CPE inhibition below about 2.2%; note: strong numbers were not always called active
Autophagy mod = modulators of autophagy; MEF GFP-LC3 puncta imaging; test concentration mostly 10 µM; calls only at 10 µM (by protocol); hit rate 0.98% among 190,000;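 active = percentage of spot-positive cells more than 3 SD above its plate mean, without a fluorescence outlier flag or 80% toxicity; inconclusive = no clear call, values can overlap the other calls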;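 note: spot-positive cell cutoff set from DMSO-treated cells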
Lipid droplet = hepatic lipid droplet formation modulation | AID 1656 | inhibition, % at 6.5 µM | AML12 mouse hepatocytes, oleate lipid droplets, BODIPY imaging | hit rate 0.4% among 240,000;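 active = lipid droplet intensity inhibited by at least 50%, with more than 500 cells counted; inconclusive = wells with under 300 cells, treated as cytotoxic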
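Assay system: AML12 mouse liver cells | Compound: 6.5 µM single-point dosing | Schedule: Overnight exposure | Technique: Fluorescence imaging, 20x objective, two fields per well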
WT yeast gro inh = growth inhibition of WT yeast, mitochondrial fusion screen; mitochondrial fusion phenotypic screen, WT strain; inhibition, % at 10 µM; hit rate 2.1% among 190,000; in the data active = inhibition above about 58%; tested in S. cerevisiae
bCat nuc transl = alters nuclear translocation of beta-catenin in HeLa cells; nuclear translocation activity, % at 5 µM; immunofluorescence imaging; hit rate 0.3% among 190,000;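 active = nuclear translocation activity above 50% at 5 µM, with a well cell count of 50 or more; inconclusive = wells under 50 cells across six images, flagged as toxic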;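 note: per-cell ratio of nuclear to cytoplasmic median beta-catenin stain intensity; plate controls were DMSO negative control for no effect and GSK-3 inhibitor IX positive control for full effect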
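System: Human HeLa cells, endogenous beta-catenin | Compound dosing: 5 µM primary, 0.02–20 µM confirmation | Timing: 24 h compound exposure at 37°C, 5% CO2 | Measured by: Fluorescence imaging of beta-catenin antibody stain plus DAPI | Read-out basis: % activation of per-cell nuclear versus cytoplasmic median beta-catenin signal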
Insulin prom up = MIN6 insulin promoter up-regulation; hit rate 0.3% among 190,000; MIN6 insulin promoter-GFP reporter, high-content imaging; hits give high values; z-score at 5 µM;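 active = z-score above 3 at 5 µM with at least 500 cells counted in the well; inconclusive = wells under 500 cells, flagged as cytotoxic or low count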
T cell HTS = T cell immune modulation candidate | calls only at 7 µM | AID 2052 | hit rate 0.068% among 330,000 | 2C CD8+ T cell-vesicle binding, flow cytometry; hits give low values;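 active = response, share of CD8 T cells binding vesicles, and their 90th percentile fluorescence all below set limits, cut at about 80% in these data, passing the limit was not always enough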
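System: murine 2C transgenic CD8+ T lymphocytes; also added: QL9-loaded Drosophila micro-vesicles; times: binding 1.5 h at 37 °C; measured by: flow cytometry, PE anti-B7-1 (FL2) versus Alexa647 anti-CD8 (FL8), PFA-fixed; control set: Peptide-free naked vesicles (low) and QL9 vesicles with 0.7% DMSO vehicle (high)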
MT stabilize HCS = stabilizes microtubules in HeLa cells; HeLa tubulin immunostaining HCS, 24 h; share of cells brighter than vehicle mean+2SD; % tubulin-high responders, % at 10 µM; hit rate 0.83% among 200,000; AID 2205;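 active = plate Z-score above 3 for both tubulin-high and condensed-nucleus cell shares, with cell loss under 80%, at 10 µM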;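 note: anti alpha tubulin signal scored within the nucleus-defined area of each cell; some results filed as inactive read as strong as hits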
Myeloid diff 2 = compounds promoting myeloid differentiation. ER-HoxA9 myeloid progenitors, lysozyme-GFP differentiation, flow cytometry. calls only at 10 µM. hit rate 1% among 360,000;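 active = normalized GFP-positive differentiation at or above the plate's own cutoff, the solvent-only control mean plus 3 SD; inconclusive = no clear call, values can overlap the other calls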;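 note: cells exposed to compound for four days before flow analysis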
WT yeast gro inh mutant strain = also measured in WT yeast gro inh; calls as there; inhibition, %; mitochondrial fusion phenotypic screen, mutant strain inhibition
Insulin prom up cell count = second read-out of Insulin prom up, no call of its own (marks repeat the call); cell count; measured here: cytotoxicity, nuclei count;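 total cells summed across four imaged fields per well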
Lipid droplet cells 6.5 µM = also measured in Lipid droplet; calls as there; cell count; measured here: cell count, cytotoxicity flag;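 cells counted across two imaged fields per well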
bCat nuc transl cell count 5 µM = also measured in bCat nuc transl; calls as there; cell count; measured here: cell count, cytotoxicity flag
T cell HTS vesicle-bound % = recorded beside T cell HTS, whose call it bears; double positive events, %; measured here: CD8+ vesicle-bound cell fraction;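 binding gate set so that unloaded-vesicle control wells show 10% double positive cells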
MT stabilize HCS Hoechst-high % = second read-out of MT stabilize HCS, no call of its own (marks repeat the call); % Hoechst-high responders; measured here: nuclear condensation Hoechst responders;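 share of cells brighter than vehicle mean plus two SD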
MT stabilize HCS cytotoxicity % = also measured in MT stabilize HCS; calls as there; toxicity, %; measured here: cytotoxicity by cell density;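 0% = mean cell density of plate MIN control wells and 100% = no cells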
Autophagy mod cell loss 18 h = further read-out of Autophagy mod, marked with its call; toxicity, %; measured here: cell loss, nuclei count;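 cell loss after 18 h compound exposure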
Myeloid diff 2 GFP+ MAC1+ % = further read-out of Myeloid diff 2, marked with its call; GFP+ MAC1+ double positive, %; measured here: differentiation confirmed by MAC1 staining
Active calls of the source: *; i = inactive; ? = inconclusive; · = no result given.

molecule	West Nile antiviral	Autophagy mod	Autophagy mod cell loss 18 h	Lipid droplet	Lipid droplet cells 6.5 µM	WT yeast gro inh	WT yeast gro inh mutant strain	bCat nuc transl	bCat nuc transl cell count 5 µM	Insulin prom up	Insulin prom up cell count	T cell HTS	T cell HTS vesicle-bound %	MT stabilize HCS	MT stabilize HCS Hoechst-high %	MT stabilize HCS cytotoxicity %	Myeloid diff 2	Myeloid diff 2 GFP+ MAC1+ %
COC(=O)[C@H](CC(C)C)NC(=O)Nc1ccccc1F	0.1%	·	·	23.5	680	·	·	-1.4	1272	-0.77	986	i	19.0	·	·	·	i	0.7
CCCC(=O)Oc1ccc2c(C)cc(=O)oc2c1	0.5%	i	-7.9	1.4	646	3.6	2.6	-0.8	915	-0.09	1341	i	47.4	3.6	1.7	7.8	i	0.1
CCOc1ccc(Cc2nn[nH]n2)cc1	0.9%	i	1.0	-3.5	593	-4.0	-14.5	-1.5	1003	·	·	i	54.2	2.5	0.6	29.6	i	0.2
CC1=NN(C(=O)Cc2ccc([N+](=O)[O-])cc2)C(O)(C(F)(F)C(F)(F)F)C1 (stereo not drawn)	0.0%	·	·	-10.5	695	·	·	1.5	1308	-0.07	1167	i	33.4	·	·	·	i	0.8
COc1ccc(S(=O)(=O)N2CCN(C(=O)c3cccs3)CC2)cc1	-0.3%	i	-9.0	·	·	12.1	8.9	-9.6	990	-0.98	1446	i	24.6	2.5	1.6	8.8	i	0.6
O=C(NCCCc1ccccc1)C1CCN(c2nnc(-n3cccc3)s2)CC1	-0.2%	i	7.0	·	·	11.0	2.4	·	·	0.12	995	i	30.5	1.1	4.5	5.7	i	2.2
COc1ccc(Cl)cc1NC(=S)NCc1cccnc1	-0.2%	i	-7.4	11.9	668	1.8	6.1	0.7	938	0.65	1601	i	34.2	4.0	3.3	5.1	i	0.7
NS(=O)(=O)c1ccc(CCNC(=O)Cn2c(=O)c3cccn3c3cccnc32)cc1	0.7%	·	·	-12.9	732	·	·	·	·	·	·	i	8.4	·	·	·	i	0.3
COCCCNC(=O)c1ccc(C(=O)NCCCOC)cc1	0.7%	i	7.2	·	·	-4.7	-2.1	-4.7	1076	0.09	1272	i	18.7	3.3	3.9	6.5	i	9.2
O=C(O)Cc1ccc(NC(=O)C2CC=CCC2C(=O)O)cc1 (stereo not drawn)	1.3%	i	-10.4	·	·	20.5	-1.1	0.4	1192	0.28	1214	i	52.1	2.2	2.0	3.4	·	·
COc1ccc(OC)c(/C=N/NC(=O)c2csc3ccccc23)c1	0.0%	i	11.4	·	·	5.6	-0.7	-1.9	1346	-0.02	1445	i	14.1	0.9	1.2	6.6	i	0.8
Cc1cc(C(C)(C)C)oc1C(=O)N(CC(=O)NC1CCCC1)Cc1ccccc1Cl	1.4%	i	1.0	-10.7	630	63.9*	27.8*	0.1	999	0.33	1821	i	16.4	1.7	2.4	5.6	·	·
O=C(CSc1nnnn1C1CCCC1)NCc1ccccc1	-0.1%	i	7.5	·	·	44.7	-13.6	-1.2	1301	2.21	1519	i	38.4	3.1	1.5	2.6	i	1.1
COC(=O)CCNS(=O)(=O)c1ccc2ccccc2c1	0.9%	i	11.6	0.9	719	2.6	-8.2	-1.6	531	0	1182	i	54.2	1.3	2.6	4.1	i	0.2
O=C(N/N=C/c1ccc[nH]1)c1cccnc1	0.8%	i	-1.8	·	·	-31.6	-2.8	-1.5	909	0.76	1476	i	9.8	2.3	1.6	10.0	i	0.5

(more compounds)
molecule	West Nile antiviral	Autophagy mod	Autophagy mod cell loss 18 h	Lipid droplet	Lipid droplet cells 6.5 µM	WT yeast gro inh	WT yeast gro inh mutant strain	bCat nuc transl	bCat nuc transl cell count 5 µM	Insulin prom up	Insulin prom up cell count	T cell HTS	T cell HTS vesicle-bound %	MT stabilize HCS	MT stabilize HCS Hoechst-high %	MT stabilize HCS cytotoxicity %	Myeloid diff 2	Myeloid diff 2 GFP+ MAC1+ %
Cc1cc(N2CCOCC2)ccc1/C=C1\NC(=O)N(Cc2ccccc2F)C1=O	-0.9%	i	1.0	-15.2	736	·	·	0.7	523	·	·	i	31.0	1.5	2.0	13.3	i	0.6
C=CCN(CC=C)CCCOc1ccccc1C(=O)OC	-0.3%	i	0.4	6.6	647	-2.0	14.2	-1.7	1005	-1.51	1592	i	62.6	5.5	4.8	4.4	i	0.6
CC(=O)c1ccc(OCC(O)CN2CCN(c3ccccn3)CC2)cc1 (stereo not drawn)	-0.1%	i	1.0	·	·	15.1	1.3	·	·	1.06	906	i	39.3	2.8	3.2	8.3	i	3.5
CCC1(C)CC2(CCCN(CCC(O)(c3ccccc3)c3ccccc3)C2)CCO1 (stereo not drawn)	-0.7%	·	·	-5.0	706	·	·	-0.3	1353	1.32	952	i	48.4	·	·	·	i	0.5
Cn1c(=O)c2c(ncn2CC(=O)N2CCN(S(=O)(=O)c3ccc(Cl)cc3)CC2)n(C)c1=O	-0.8%	·	·	-12.0	752	·	·	·	·	·	·	i	33.5	·	·	·	i	3.1
CN(C)c1cccc(C(=O)NC2CCCc3ccccc32)c1 (stereo not drawn)	-1.2%	·	·	-2.5	716	·	·	·	·	·	·	i	30.2	·	·	·	i	3.2
CC(NS(=O)(=O)c1ccc(Br)cc1)C(=O)NCc1ccco1 (stereo not drawn)	-0.5%	i	31.1	-10.3	709	10.9	0.1	0.3	1533	-2.53	1524	i	46.1	5.2	0.9	7.4	i	0.3
Cc1nc(Nc2ccccc2)sc1-c1ccccc1	-0.8%	i	3.2	-7.2	540	64.1*	18.5*	-1.0	1073	-0.16	1325	i	49.3	3.0	3.8	6.0	i	0.5
Cc1ccc(Sc2ccc(/C=N/O)cc2[N+](=O)[O-])cc1	0.2%	i	4.6	-9.9	749	14.9	6.4	-4.6	1263	0.26	1216	i	26.9	1.7	1.3	8.1	i	1.3
CN(C)S(=O)(=O)c1cccc(NC(=O)CCNC(=O)c2ccccc2Cl)c1	-0.2%	i	5.0	-4.0	705	9.1	5.7	0.3	1047	0.39	1489	i	15.2	3.5	2.5	10.9	i	0.2
O=C(Cc1c(Cl)cccc1Cl)OCC(=O)N1CCc2ccccc2C1	1.2%	i	12.5	-9.4	682	16.5	-11.1	-1.2	1125	-0.29	1474	i	53.1	2.8	2.7	10.0	i	0.4
C=CCOc1ccc(CN(C)CC(O)COc2cccc3ccccc23)cc1 (stereo not drawn)	0.1%	·	·	8.4	719	·	·	·	·	·	·	i	18.6	·	·	·	i	0.8
O=C(CSc1nccn1-c1ccc(Cl)cc1)Nc1ccc2c(c1)OCO2	-0.2%	i	11.7	·	·	-18.1	0.7	0.6	766	-0.05	1175	i	42.8	3.4	2.9	7.4	i	1.1
Cc1ccc(NC(=O)C2CCCN2S(=O)(=O)c2cccc3cccnc23)cc1F (stereo not drawn)	-0.5%	·	·	2.9	702	2.9	-17.2	2.6	988	2.04	1442	i	47.8	4.2	3.0	7.2	i	0.8
O=C(OCc1ccccc1)N1CCc2ccccc21	-0.7%	·	·	4.9	816	·	·	·	·	·	·	i	33.8	·	·	·	i	0.7
CC(Nc1cccnc1)=C(C#N)C#N	?	i	-5.7	0.3	619	-6.0	3.1	-0.6	1053	0.07	1161	i	15.0	4.4	3.1	6.6	i	0.8
CCOC(=O)C(NC(C)=O)(N1CCOCC1)C(F)(F)F (stereo not drawn)	-0.2%	i	36.3	·	·	-30.3	33.5	-1.0	1132	-0.27	1363	i	11.1	1.7	1.9	9.2	·	·
Cc1cc(C)n(-c2ncc(-c3ccccc3)nn2)n1	0.3%	i	2.9	·	·	14.2	5.3	4.5	1121	1.09	941	i	61.7	2.6	3.4	10.4	i	1.7

Random excerpt: 2 compounds from above
molecule	West Nile antiviral	Autophagy mod	Autophagy mod cell loss 18 h	Lipid droplet	Lipid droplet cells 6.5 µM	WT yeast gro inh	WT yeast gro inh mutant strain	bCat nuc transl	bCat nuc transl cell count 5 µM	Insulin prom up	Insulin prom up cell count	T cell HTS	T cell HTS vesicle-bound %	MT stabilize HCS	MT stabilize HCS Hoechst-high %	MT stabilize HCS cytotoxicity %	Myeloid diff 2	Myeloid diff 2 GFP+ MAC1+ %
O=C(N/N=C/c1ccc[nH]1)c1cccnc1	0.8%	i	-1.8	·	·	-31.6	-2.8	-1.5	909	0.76	1476	i	9.8	2.3	1.6	10.0	i	0.5
COC(=O)[C@H](CC(C)C)NC(=O)Nc1ccccc1F	0.1%	·	·	23.5	680	·	·	-1.4	1272	-0.77	986	i	19.0	·	·	·	i	0.7

Assay outcomes as filed in PubChem.
